IL2 activator: IL-2 activation; IL-2 activation reporter assay, cell-based qHTS; stimulated with anti-CD3/CD4/CD28 beads; in transgenic mouse T cells; activation, % (series mostly up to about 46 µM); 360,000 tested, 0.065% active; AID 652025; in the data active means activation above about 50%; inconclusive means mostly about 30% to 49%; further: 0% is about no effect
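EGFP and DsRed fluorescence is measured by plate cytometry in unstimulated transgenic mouse T cells exposed to compound for 60 minutes, then stimulated 18 hours at 37 degrees C with anti-CD3/anti-CD4 beads plus anti-CD28.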
D3 antag: D3 dopamine receptor (human) antagonism. P35462. 360,000 tested, 2.5% active. D3R cells, DiscoveRx beta-arrestin luminescence, antagonist mode; hits give low values. max response, negative = inhibition, %. AID 652054; in the data active means max response below about -50%; inconclusive means no clear call, values can overlap the other calls; further: on the % scale 0 is the no-effect control and ±100 the full control effect; mostly tested at two doses, the higher about 12 µM
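Cells plated overnight at 1500 cells/well, then exposed to library compounds with dopamine controls for 90 minutes at 37 degrees C. DiscoveRx reagent added for 30–60 minutes at room temperature; luminescence read, quantitative HTS format.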
PLK1 PBD inh: inhibitors of human PLK1 polo-box domain binding; 360,000 tested, 2.8% active; P53350; Plk1 PBD binding of FITC phosphopeptide, fluorescence polarization; Potency, µM, for inactives: max response, negative = inhibition, usual class: inhibitors; further: potency means the concentration at half of the fitted maximal effect; series mostly up to about 57 µM; on the % scale 0 is the no-effect control and ±100 the full control effect; nearly all actives have a fitted effect of over 65% in size
Target sequence (P53350 whole entry, looked up, the tested form may be a part): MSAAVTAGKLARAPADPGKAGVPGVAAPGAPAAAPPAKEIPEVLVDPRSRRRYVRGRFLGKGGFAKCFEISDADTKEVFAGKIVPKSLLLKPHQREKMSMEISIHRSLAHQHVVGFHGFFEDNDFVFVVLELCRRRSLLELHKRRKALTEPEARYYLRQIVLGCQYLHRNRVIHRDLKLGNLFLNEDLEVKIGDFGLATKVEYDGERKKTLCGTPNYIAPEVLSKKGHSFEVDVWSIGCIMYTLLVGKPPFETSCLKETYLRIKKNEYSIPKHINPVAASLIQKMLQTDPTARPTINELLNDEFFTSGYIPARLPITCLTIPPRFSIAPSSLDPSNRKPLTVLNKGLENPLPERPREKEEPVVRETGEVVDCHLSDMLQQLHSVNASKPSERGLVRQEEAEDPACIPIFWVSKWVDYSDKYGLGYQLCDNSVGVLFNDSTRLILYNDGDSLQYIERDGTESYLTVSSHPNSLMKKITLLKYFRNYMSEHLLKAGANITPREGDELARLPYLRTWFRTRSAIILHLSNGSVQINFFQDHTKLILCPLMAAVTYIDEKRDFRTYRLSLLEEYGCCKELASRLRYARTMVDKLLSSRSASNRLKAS
PI5P4K alpha inh: PI5P4K alpha (human) kinase inhibition; AID 652105; PI5P4Kalpha enzyme, ADP-Glo luminescence, 60 min; hits give low values; max response, %; 330,000 tested, 1.2% active; P48426; active means max response of -50% or lower; inconclusive means between -30% and -50%; inactive means -30% or higher; further: value at the top dose of about 77 µM; on the % scale 0 is the no-effect control and ±100 the full control effect
Target sequence (P48426 whole entry, looked up): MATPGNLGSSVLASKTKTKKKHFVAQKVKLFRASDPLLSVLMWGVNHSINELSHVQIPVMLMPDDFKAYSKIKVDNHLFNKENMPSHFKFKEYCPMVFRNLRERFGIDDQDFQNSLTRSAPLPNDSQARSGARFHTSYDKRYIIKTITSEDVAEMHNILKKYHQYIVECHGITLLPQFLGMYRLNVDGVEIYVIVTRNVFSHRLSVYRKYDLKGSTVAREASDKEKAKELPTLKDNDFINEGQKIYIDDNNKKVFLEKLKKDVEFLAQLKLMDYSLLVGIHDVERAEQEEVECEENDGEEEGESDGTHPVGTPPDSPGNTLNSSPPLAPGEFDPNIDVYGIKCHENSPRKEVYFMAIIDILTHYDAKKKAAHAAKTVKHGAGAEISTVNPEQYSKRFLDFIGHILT
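qHTS, 1536-well: enzyme/substrate mix, compound by pin tool, 5 microM ATP final; RT 60 min; ADP-Glo reagents 1 (45 min) then 2 (30 min); luminescence.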
WRN inhibitor: inhibitors of human WRN helicase | Q14191 | WRN helicase unwinding, fluorescent forked duplex, kinetic | Potency, µM (series often up to 114 µM), for the others: at the top dose activity change, negative = inhibition, most hits filed as inhibitors | 360,000 tested, 0.46% active | AID 651768; further: potency means the concentration at half of the fitted maximal effect; on the % scale 0 is the no-effect control and ±100 the full control effect; nearly all actives have a fitted effect of over 55% in size
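WRN at 20 nM final preincubated with compound 15 min at room temperature; reaction started with 100 nM fluorophore/quencher forked duplex oligonucleotide and 2 mM ATP final. Unwinding followed kinetically by red fluorescence (ex 525, em 598 nm).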
GLP1R cytotox: cytotoxic in the GLP-1 receptor inverse agonist counter-screen; HEK293 cAMP-luciferase reporter cells, luminescence, 24 h; Potency, µM (titrated, usually from 38.3 µM), for the others: at the highest dose activity change, negative = inhibition, usual class: inhibitors; 410,000 tested, 0.13% active; AID 624418;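 further: loss of luciferase light is scored as toxicity; potency means the concentration at half of the fitted maximal effect; on the % scale 0 is the no-effect control and ±100 the full control effect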
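Quantitative HTS format, 1536 wells, 200 cells/uL seeded. Compounds: 23 nL, 24 h, 37 °C. Detection: luciferase reagent, luminescence at 12 min RT; decreased signal taken as cytotoxic.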
DRD3 agonist: agonists of human D3 dopamine receptor; max activation, %; D3R DiscoveRx beta-arrestin cells, luminescence, 90 min; 410,000 tested, 0.58% active; P35462; AID 652048; in the data active means max activation above about 30%; further: 0% is about no effect; mostly tested at two doses, the higher about 12 µM
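Agonist mode: compounds and dopamine controls were applied to plated cells for 90 min at 37 degrees C after an overnight attachment at 1500 cells/well. Luminescent read-out followed 30 - 60 minutes at room temperature with DiscoveRx detection reagent.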
GLP1R inv ag: inverse agonists of human GLP-1 receptor; Potency, µM (series often up to 38.3 µM), without a hit: top-dose activity change, negative = inhibition, most hits filed as inhibitors; P43220; 410,000 tested, 1.6% active; HEK293 GLP-1R CRE-luciferase, luminescence, 24 h; GLP-1R form is constitutively active; further: potency means the concentration at half of the fitted maximal effect; on the % scale 0 is the no-effect control and ±100 the full control effect; nearly all actives have a fitted effect of over 55% in size
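Readout was luciferase luminescence, measured 12 min after detection reagent at room temperature. Beforehand, GLP-1R reporter HEK293 cells had sat 12 h, then received compounds for 24 hr at 37 deg C.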
GLP1R ag: activates the human GLP-1 receptor. HEK293 GLP-1R CRE-luciferase, luminescence, 4-6 h; cells express a hypersensitive GLP-1R form. 380,000 tested, 0.007% active. AID 624172. Potency, µM (top dose mostly 45.6 µM), inactives show at the highest dose activation, most hits filed as activators; further: potency means the concentration at half of the fitted maximal effect; % of control where 0% means no effect
Active calls of the source: *; ? = inconclusive; nt = not tested or not shown; & = joins results of further samples; [ ] = dose if it differs, or a comment. Unless noted, the call rests on the fitted dose curve; in most records, active means well fitted curve in the direction sought with a large enough effect; inconclusive means small, poorly fitted or top-dose-only effect, or another doubt; inactive means no such curve, though single readings can be large; an effect the other way counts as inactive or inconclusive.

Below each SMILES – IL2 activator	D3 antag	PLK1 PBD inh	PI5P4K alpha inh	WRN inhibitor	GLP1R cytotox	DRD3 agonist	GLP1R inv ag	GLP1R ag
> COc1cc2c(cc1OC)n(CC(=O)Nc1ccccc1)c(=O)n1nc(-c3ccccc3)nc21
→ nt	nt	nt	nt	nt	12%	7	22%	-2%
> CNS(=O)(=O)c1cc(-c2nnc(Nc3ccc(NC(C)=O)cc3)c3ccccc23)ccc1C
→ -1.7	-17	-7%	-14	-4%	20%	-18	21%	18%
> CC(C)[C@@H]1O[C@H](CCc2ccccc2)CC2=C1C(=O)OC(C)(C)O2
→ -0.9	-20	-6%	10	-4%	-2%	-4	-27%	6%
> Cc1cccc(SCC(=O)Nc2ccccc2[N+](=O)[O-])c1
→ -3.4	-12	-16%	-1	-6%	-5%	1	?	4%
> Cc1cccc(C)c1OCC(=O)Nn1c(=O)[nH]c2ccccc2c1=O
→ 1.7	3	-8%	-1	-4%	-7%	4	-7%	9%
> COc1ccccc1NC(=O)CN1CCN(c2ccccc2F)CC1
→ 2.4	?	-16%	4	?	17%	-5	?	8%
> C=C(C)CSC1=C(C#N)C(c2ccccc2)CC(=O)N1 (centres undefined)
→ -1.8	3	-9%	nt	0%	-8%	-9	4%	-1%
> COC(=O)c1[nH]c2cccc(C)c2c1NC(=O)CN1CCN(C(=O)c2ccco2)CC1
→ -0.6	34	-9%	3	6%	10%	0	7%	0%
> CCO[C@H]1OC(C(=O)NCc2nc3ccccc3[nH]2)=C[C@@H](C2CC2)[C@@H]1CCCO
→ 3.9	?	5%	-2	-2%	?	-39	?	-9%
> OCCCNC(=S)Nc1ccc(Nc2ccccc2)cc1
→ 1.6	-16	-20%	-13	-26%	7%	-2	-6%	4%
> CCc1nnc(NC(=O)CSc2nc(-c3ccccc3)nc3ccccc23)s1
→ -3.4	0	0%	-6	8%	-5%	0	13%	4%
> COC(=O)CN1C(=O)Nc2ccc(Cl)cc2C1c1ccccc1 (centres undefined)
→ -4.1	-2	-13%	6	0%	-5%	0	-6%	-2%
> COC(=O)[C@]12CCCCC=C1N(CCC1=CCCCC1)C(=O)[C@H](CC(=O)NCC13CC4CC(CC(C4)C1)C3)C2
→ -0.8	11	-6%	6	-7%	-7%	-3	?	-2%
> COc1cnn(-c2ccccc2)c(=O)c1OC
→ 0.3	-3	1%	2	-4%	-5%	15	31%	1%
> CSC1=NCCN1S(=O)(=O)c1ccc(C)cc1
→ -1.2	13	-6%	1	7%	12%	-2	10%	-1%
> CCOc1ncccc1C(=O)Nc1cc(S(=O)(=O)N2CCCCC2)ccc1Cl
→ -1.6	7	-1%	2	-11%	-4%	-1	9%	-4%
> Cc1cc2ncn(CCC(=O)NC(C)(C)C)c2cc1C
→ -2.3	7	-1%	4	4%	18%	-12	4%	3%
> Nc1cccc(Oc2ccc3c(c2)C(=O)N(CC2CCCO2)C3=O)c1 (centres undefined)
→ -0.7	-19	1%	2	2%	8%	2	-26%	1%
> Nc1c(Cl)ncnc1N/N=C/c1cccc(O)c1
→ 0.3	-28	-7%	-10	-21%	-12%	1	22%	-5%
> CCOC(=O)c1c(C)c(-c2ccccc2)n(CC(=O)Nc2cccc(F)c2)c1C
→ nt	nt	nt	nt	nt	-14%	7	?	-2%
> CCS(=O)(=O)c1nc(S(=O)(=O)c2ccc(Cl)cc2)c(NCCOC)s1
→ 1.3	-11	2%	0	-3%	10%	0	0%	-5%
> NC(=O)c1sc2nc(-c3ccco3)ccc2c1N
→ -7.7	-5	-27%	-20	?	50%[activator]	6	0%	15%
> Cc1cc(C)c(C)c(S(=O)(=O)N2CCN(c3ccc(O)cc3)CC2)c1C
→ -0.8	-2	-1%	21	-3%	8%	-1	?	18%
> Clc1ccc(C2Nc3cccc4cccc(c34)N2)cc1
→ -3.6	-7	?	-13	6%	-1%	3	-10%	0%
> CC(=O)N/C(=C\c1ccccc1)C(=O)Nc1ccccc1C
→ 1.9	27	-2%	1	-2%	5%	3	-5%	4%
> COc1ccccc1CNc1nc(NCCN2CCNC2=O)c2sccc2n1
→ -0.5	6	-3%	1	-14%	3%	-1	9%	4%
> Cc1ccc(NC(=O)c2ccc(S(=O)(=O)N3CC(C)CC(C)C3)cc2)cc1S(=O)(=O)N1CCOCC1 (centres undefined)
→ -0.4	-18	-17%	-1	1%	1%	-3	?	-4%
> CN(CC(=O)NC(=O)NCc1ccccc1)CC(=O)Nc1ccc(Cl)c(Cl)c1
→ -0.6	5	0%	25	-5%	2%	-8	?	14%
> CN(CCC#N)C(=O)COC(=O)c1ccc(CNS(=O)(=O)c2ccc(F)c(Cl)c2)cc1
→ 0.0	10	1%	-5	6%	-5%	2	0%	-2%
> COc1ccc2c(c1)[nH]c1c(=O)n(CC3CCCO3)cnc12 (centres undefined)
→ -2.2	-5	-1%	nt	-6%	?	-9	0%	12%
> CCOC(=O)c1c(C)[nH]c(C)c1C(=O)Cn1nnc(-c2ccccc2C)n1
→ -3.9	-5	0%	nt	-19%	-5%	1	0%	10%
> CC1(C)C(=O)C=C(N2CCCCC2)c2ccccc21
→ -2.5	-6	-9%	-22	8%	3%	-6	-9%	0%
> Cc1ccc(S(=O)(=O)NC(CC(C)C)C(=O)N2CCN(C/C=C/c3ccccc3)CC2)cc1 (centres undefined)
→ -0.5	-6	4%	3	1%	?	-19	?	-3%
> C[N+]12CCC(CC1)C(OC(=O)C(O)(c1ccccc1)c1ccccc1)C2 (centres undefined)
→ 0.0	0	-2%	-1	3%	10%	3&-3	1%	0%
> O=C(O)c1ccccc1C(=O)Nc1ccccc1NC(=O)c1ccccc1C(=O)O
→ -0.2	2	-4%	0	2%	2%	-1	7%	0%
> Cc1cccc(NC(=O)c2ccc3ccccc3n2)c1C
→ 0.8	1	-7%	16	7%	32%	-5	-28%	-3%
> CCOc1ccccc1N1CCN(C(=O)c2cc(S(=O)(=O)N3CCCCC3)ccc2C)CC1
→ -0.6	35	-1%	3	6%	-1%	1	?	-2%
> CCOC(=O)c1cc2c(c(CSc3nc4ccccc4c(=O)n3Cc3ccco3)c1)OCOC2
→ -1.7	16	-17%	nt	-2%	-20%	10	?	2%
> COc1ccc(NC(=O)CC2S/C(=N\c3nccs3)N(C)C2=O)cc1 (centres undefined)
→ -1.6	2	-4%	-3	-11%[57.1 µM]	2%	5	6%	5%
> COc1ccccc1NC(=O)c1cccc(S(=O)(=O)N2CCN(c3ccccc3)CC2)c1
→ 2.2	-15	-15%	-7	-1%	4%	1	?	-1%

Quoted at random: 2 compounds from above.
Below each SMILES – IL2 activator	D3 antag	PLK1 PBD inh	PI5P4K alpha inh	WRN inhibitor	GLP1R cytotox	DRD3 agonist	GLP1R inv ag	GLP1R ag
> Cc1cc(C)c(C)c(S(=O)(=O)N2CCN(c3ccc(O)cc3)CC2)c1C
→ -0.8	-2	-1%	21	-3%	8%	-1	?	18%
> NC(=O)c1sc2nc(-c3ccco3)ccc2c1N
→ -7.7	-5	-27%	-20	?	50%[activator]	6	0%	15%

(further entries)
Below each SMILES – IL2 activator	D3 antag	PLK1 PBD inh	PI5P4K alpha inh	WRN inhibitor	GLP1R cytotox	DRD3 agonist	GLP1R inv ag	GLP1R ag
> N#CCC(=O)N1CCn2c1nc1ccccc12
→ -0.1	49	-8%	1	-1%	-9%	9	-6%	-17%
> CCOc1cc(/C=C2/SC(=S)N(CC3CCCO3)C2=O)ccc1O (centres undefined)
→ ?	-64*	9%	-16	35µM*	-13%	-2	-3%	-5%
> O=C(c1ccc2ccccc2n1)N1CCN(c2ccccc2O)CC1
→ -0.6	7	-5%	1	-11%	-1%	-12	-5%	4%
> O=C(CCC(=O)N1CCN(S(=O)(=O)c2ccccc2)CC1)c1ccc(Br)cc1
→ -2.1	11	-8%	-3	-5%	-5%	-14	-8%	-5%
> O=C(NCc1ccncc1)[C@@H]1CCCN1C(=O)[C@@H]1CCCN1C(=O)c1ccccc1Cl
→ 0.0	-10	-9%	-1	6%	-12%	0	17%	5%
> CC1(C(=O)NCc2cccs2)CCN1CCc1ccccc1 (centres undefined)
→ -0.2	-7	-3%	-7	12%[57.1 µM]	-4%	-11	-32%	-3%
> N#Cc1cn(CC(=O)N2CCc3ccccc3C2)c2ccccc12
→ 0.2	-53*	-9%	-8	-4%	12%	-10	?	1%
> CCC(O)(CC)C(=O)N/N=C/c1cc(Br)cc(Br)c1O
→ 0.2	-66*	-2%	-7	-10%	-1%	-26	?	3%
> COC(=O)c1ccc(C)c(NC(=O)c2c(-c3ccccc3)noc2C)c1
→ 0.1	5	-4%	nt	-6%	1%	2	-27%	1%
> COc1cc(SC#N)ccc1N=Cc1c(C)[nH]n(-c2ccc(C)cc2C)c1=O
→ -0.9	36	8.4µM*	-12	?	?	2	-11%	-19%
> O=C(COc1ccccc1Cl)N1CCCCCCC1
→ 0.1	14	10%	10	-6%	-2%	1	?	1%
> COc1ccc(CN2C(=O)C(Cc3ccccc3)Nc3ncnc(N4CCOCC4)c32)cc1 (centres undefined)
→ -3.4&-0.5	?	-16%&3%	-3&1	6%&0%	-7%&1%	-15&-7	9%&21%	6%&-1%
> O=C(Nc1ncccc1O)c1ccc(NS(=O)(=O)c2ccc3[nH]c(=O)[nH]c3c2)cc1
→ 0.8	-5	-8%	-9	?	-4%	-21	87%[activator]	-1%
> COC(=O)CCC(=O)N1CCCC(C(=O)c2cc(F)ccc2F)C1 (centres undefined)
→ -0.9	5	-15%	-2	11%	4%	3	20%	0%

Rows are unselected; about 7.8% have a hit in one of these screens.
